# Screens as filed in PubChem.
# DRD3 agonist = agonists of human D3 dopamine receptor; actives 0.58% (n = 410,000); P35462; D3R DiscoveRx beta-arrestin cells, luminescence, 90 min; max activation, %; in the data active = max activation above about 30%; note: 0% is about no effect; mostly tested at two doses, the higher about 12 µM
# Target sequence (P35462 whole entry, looked up): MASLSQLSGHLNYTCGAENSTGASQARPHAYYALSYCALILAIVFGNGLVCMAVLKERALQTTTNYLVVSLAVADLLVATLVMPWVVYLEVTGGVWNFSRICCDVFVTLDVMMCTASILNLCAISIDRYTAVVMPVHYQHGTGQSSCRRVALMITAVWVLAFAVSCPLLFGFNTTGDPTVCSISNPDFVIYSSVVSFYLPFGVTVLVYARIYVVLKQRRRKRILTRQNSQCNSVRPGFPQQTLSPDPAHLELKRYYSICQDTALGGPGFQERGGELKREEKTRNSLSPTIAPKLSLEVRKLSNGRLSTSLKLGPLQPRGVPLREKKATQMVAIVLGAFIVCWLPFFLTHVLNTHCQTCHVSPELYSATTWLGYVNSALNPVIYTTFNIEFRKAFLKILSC
#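 Agonist mode: compounds and dopamine controls were applied to plated cells for 90 min at 37 degrees C after an overnight attachment at 1500 cells/well. Luminescent read-out followed 30 - 60 minutes at room temperature with DiscoveRx detection reagent.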
# HT1080 IDH1KD tx = kills HT-1080 cells with IDH1 knockdown. HT-1080 IDH1 knockdown viability, ATP luminescence, 48 h. Potency, µM (series often up to 46.1 µM), inactives show at the highest dose activity, negative = toxicity, most hits filed as cytotoxic. actives 2% (n = 360,000). AID 686971;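 note: potency is the fitted concentration of half-maximal effect; 0% = DMSO wells and -100% = cell-free medium wells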
#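 After a 2 h attachment period, IDH1KD HT-1080 cells took pin-transferred compound for 48 h at 37 °C; ATP-based luminescence after 10 min room-temperature reagent incubation reported viability.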
# SW480 rereplic = inducers of DNA re-replication in SW480 colon cancer cells; SW480 DNA re-replication, Hoechst DNA content imaging, 48 h; Potency, µM (top dose mostly 46.1 µM), for inactives: at the top dose re-replication activation, usual class: activators; actives 1.8% (n = 340,000); note: potency is the fitted concentration of half-maximal effect; % of control where 0% means no effect; nearly all actives have a fitted effect of over 55% in size
#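 Image-based DNA-content assay: after two days of treatment, nuclei were labelled with the DNA dye Hoechst and imaged, and hits were compounds raising the count of nuclei showing high fluorescence intensity.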
# KB-V1 MDR tox = KB-V1 MDR subline cytotoxicity; KB-V1 MDR cells viability, CellTiter-Glo, 72 h; Potency, µM (series often up to 46.1 µM), for inactives: at the highest dose activity change, negative = cytotoxicity, most hits filed as cytotoxic; actives 3.4% (n = 400,000); AID 1347076; note: potency is the fitted concentration of half-maximal effect; % is set by controls: 0 for no effect and ±100 for the full control effect; nearly all actives have a fitted effect of over 60% in size
#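 Cytotoxicity via CellTiter-Glo luminescence after 72 h compound exposure at 37 degrees C. Cells: drug-selected KB-V1 line, DMEM phenol-red free plus 10% FBS. Compounds tested at multiple concentrations; normalized data fitted to concentration-effect curves.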
# MCF10A rerep = DNA re-replication induction in MCF 10a cells. MCF 10A DNA re-replication, Hoechst nuclear intensity, 48 h. Potency, µM (top dose mostly 46.1 µM), without a hit: top-dose activity, positive = re-replication, actives largely listed as activators. actives 2.9% (n = 350,000). AID 624296; note: potency is the fitted concentration of half-maximal effect; % of control where 0% means no effect; nearly all actives have a fitted effect of over 50% in size
# KB-3-1 tox = KB-3-1 parental cell cytotoxicity. KB-3-1 viability, CellTiter-Glo ATP luminescence, 72 h. Potency, µM (highest dose often 46.1 µM), for the others: at the top dose activity change, negative = cytotoxic, most hits filed as cytotoxic. actives 1.4% (n = 400,000); note: potency is the fitted concentration of half-maximal effect; % is set by controls: 0 for no effect and ±100 for the full control effect; nearly all actives have a fitted effect of over 60% in size
#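 Screening of KB-3-1 cells (DMEM, 10% FBS, phenol-red free) ran from lowest to highest compound concentration; after 72 h at 37 °C viability was read luminescently and curves fitted.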
# HT1080NT lethal = kills 2HG-producing HT-1080-NT fibrosarcoma cells; AID 686970; HT-1080-NT fibrosarcoma viability, CellTiter-Glo ATP luminescence, 48 h; actives 1.6% (n = 360,000); Potency, µM (titrated, usually from 46.1 µM), inactives show at the highest dose activity, negative = less viability, most hits filed as cytotoxic;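 note: NT is the 2HG producing partner of a matched IDH1 knockdown line; potency is the fitted concentration of half-maximal effect; 0% = DMSO-treated cells and -100% = media-only wells without cells; nearly all actives have a fitted effect of over 55% in size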
#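 A 48-hour cytotoxicity screen used HT-1080-NT cells plated 2 hours before compound delivery. ATP-based CellTiter-Glo luminescence measured viability, normalized to DMSO and no-cell controls.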
# GLP1R cytotox = cytotoxicity counter-screen for GLP-1 receptor inverse agonists. Potency, µM (titrated, usually from 38.3 µM), for inactives: top-dose activity change, negative = inhibition, most hits filed as inhibitors. AID 624418. HEK293 cAMP-luciferase reporter cells, luminescence, 24 h. actives 0.13% (n = 410,000);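 note: loss of luciferase light is scored as toxicity; potency is the fitted concentration of half-maximal effect; % is set by controls: 0 for no effect and ±100 for the full control effect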
#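 To flag toxic compounds, the library was rerun on cells for 24 hr at 37 deg C and 5% CO2. Viability-linked luminescence was captured 12 min after adding luciferase detection reagent.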
# IL-1B inflam inh = inhibitors of inflammasome signaling (IL-1 beta secretion); THP-1 LPS/ATP IL-1B secretion, AlphaLISA, 16 h; active compounds read low; activity change, % at 57.5 µM; actives 4.7% (n = 360,000); AID 743279; in the data active = activity change below about -50%; inconclusive = mostly about -30% to -49%; note: % is set by controls: 0 for no effect and ±100 for the full control effect
#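 Secreted IL-1B measured by AlphaLISA bead assay after 16 h compound exposure of THP-1 cells; compounds (final up to 57.5 uM) added 1 h before LPS (250 ng/mL) and ATP (1.25 mM) stimulation; lower signal means less secretion.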
# An asterisk follows results filed as active; u = inconclusive; x = not tested or not shown; & = joins results of further samples; [ ] = remark or other dose. Unless noted, calls come from the whole dose curve; as a rule, active = well fitted curve in the direction sought with a large enough effect; inconclusive = small, poorly fitted or top-dose-only effect, or another doubt; inactive = no such curve, though single readings can be large; an effect the other way counts as inactive or inconclusive. This is a random part of the collection; overall some 11% were active at least once.
SMILES,DRD3 agonist,HT1080 IDH1KD tx,SW480 rereplic,KB-V1 MDR tox,MCF10A rerep,KB-3-1 tox,HT1080NT lethal,GLP1R cytotox,IL-1B inflam inh
C=CCC12C=C(OC)C(=O)OC(OC)(C1O)[C@H](c1ccc3c(c1)OCO3)[C@H]2C (stereo partly specified),23,5%,-1%,u,-14%,0%,2%,2%,4
O=c1c2sc3ccccc3c2n(Cc2cccc(F)c2)c(=O)n1Cc1ccccc1,3,x,x,-1%,x,-1%,x,4%,x
Cc1c(CN2CCC(CO)(CCOc3ccccc3)CC2)c(=O)n(-c2ccccc2)n1C,-2,-1%,-1%,-21%,1%,2%,-5%,8%[7.66 µM],-2
Cc1ccc(NC(=S)N2CCCC2)cc1,-4,-4%,6%,-2%,-1%,-1%,15%,1%,1
CCOC(=O)CSc1ccc2nnc(CCNS(=O)(=O)c3ccccc3)n2n1,-1&4,1%,-26%,0%&13%,-5%,0%&6%,-3%,-2%&-1%,-2
COc1ccc(-c2ccc(C(=O)Nc3cccc(C(F)(F)F)c3)c3occc23)c(C)c1,-14,-27%,x,-17%,x,-4%,-11%,-5%,-3
CC(C)[C@H](NC(=O)OCc1ccccc1)C(=O)OCC(=O)N1C(C)CCCC1C (stereo partly specified),8,0%,7%,1%,18%,u,-2%,-5%,12
CCOc1ccccc1N1CC(C(=O)N2CCc3ccccc3C2)CC1=O (stereo unspecified),3,0%,16%,-28%,20%,2%,0%,-19%,36
COCc1c(C(=O)NCC(c2ccco2)N2CCCC2)oc2ccccc12 (stereo unspecified),-8,-2%,x,u,x,-3%,-11%,0%,29
COc1ccccc1CNC(=O)c1cnc(N(C)C)nc1,3,x,x,-10%,x,-15%,x,0%,x
CC(Sc1nccn1C)C(=O)Nc1ccccc1C#N (stereo unspecified),0,x,x,0%,x,9%,x,-6%,x
C=C(C)C(=O)Nc1cccc(C2=NOC3(C2)C[C@H](C(N)=O)N(C(=O)CC)C3)c1 (stereo partly specified),5,-1%,-46%,17%,-19%,16%,-2%,-21%,8
CCCCN1CN=C(Nc2nc3ccccc3o2)NC1,4,19%,-3%,u,-9%,15%,17%,-10%,31
O=C1c2ccccc2-c2nc3ccccc3n21,16&1,-6%&0%,1%&-5%,3%&-9%,1%&-11%,-8%&4%,-12%&0%,1%&-3%,7&32
O=C(CCc1ccccc1)N/N=C/c1cc(Br)ccc1O,1,u,u,u,u,-26%,u,u,20
N/C(=N\N=C\c1ccc(O)c(O)c1)c1nonc1N,-10,1%,-13%,0%,-2%,-2%,-6%,3%,-18
Oc1ccc(C[C@H]2CNC(=S)N2CC2CCCN2C[C@H](Cc2ccc(O)cc2)N2C[C@H](Cc3ccccc3)N(CC3CCCCCC3)C2=S)cc1 (stereo partly specified),-34,-22%,11%,-25%,u,u,-11%,-22%,-66*
CCOC(=O)c1noc(C)c1C(=O)Nc1cccc(F)c1,-11,1%,-8%,-6%,-4%,-1%,4%,-1%,-14
COC(=O)CSc1n[nH]c(-c2ccncc2)n1,-2,4%,1%,-2%,-13%,7%,12%,4%,34
O=C(COC(=O)c1ncc(Cl)c(Cl)c1Cl)NC1CCS(=O)(=O)C1 (stereo unspecified),4,13%,-123%[inhibitor],u,u,13%,6%,-10%,u
COc1ccc(S(=O)(=O)N2CCN(C(=O)c3cc(-c4ccc(C)cc4)n[nH]3)CC2)cc1,-1,-4%,u,u,13%,-10%,-11%,3%,-83*
Cc1nnc(NC(=O)CSc2nc3[nH]ncc3c(=O)[nH]2)s1,1,2%,3%,2%,18%,3%,-9%,2%,21
CC(C)N1CCC1(C)C(=O)Nc1ccc2scnc2c1 (stereo unspecified),-2,11%,x,-12%,x,0%,9%,2%,7
O=C(NCc1ccncc1)Nc1cccc([N+](=O)[O-])c1,-3,13%,3%,29%,u,-19%,14%,-26%,-8
O=C(NCc1ccc(F)cc1)c1[nH]c(C(F)(F)F)nc1-c1ccccc1,8,-15%,x,5%,x,0%,-22%,-20%,0
# New compounds follow.
SMILES,DRD3 agonist,HT1080 IDH1KD tx,SW480 rereplic,KB-V1 MDR tox,MCF10A rerep,KB-3-1 tox,HT1080NT lethal,GLP1R cytotox,IL-1B inflam inh
Cc1ccccc1NCN1C(=O)C2CCC(C)(C1=O)C2(C)C (stereo unspecified),-2,19%,7%,7%,5%,-5%,-1%,1%,-15
O=C(CCn1cccc1)NC1CCCc2ccccc21 (stereo unspecified),-12,-2%,u,-28%,-7%,3%,2%,-3%,8
CCOC(=O)CNc1c(-c2ccc(Cl)cc2)nc2cnccn12,6,-3%,5%,29%,10%,17%,0%,x,16
COc1cc(/C=C2/NC(=O)NC2=O)ccc1OCC(=O)Nc1ccc(F)cc1,2,-1%,-3%,2%,3%,1%,-3%,17%,3
CNC(=S)NCCc1ccc(OC)cc1,2,7%,-5%,-1%,12%,-6%,2%,0%,-1
Cc1cc(O)c(C(=O)/C=C/c2ccccc2O)c(=O)o1,4,5%,-42%[inhibitor],19%,11%,0%,2%,-10%,u
O=C(Nc1cccc(Cl)c1)c1nc[nH]c1C(=O)N1CCc2ccccc2C1,-16,7%,-14%,25%,u,-2%,13%,12%,14
O=S1(=O)N=C(N/N=C/c2ccc(Br)o2)c2ccccc21,-1,-1%,-7%,5%,u,6%,-4%,-6%,-15
CCCn1c(N)c(C(=O)CSc2nc3ccccc3c(=O)n2-c2ccc(OC)cc2)c(=O)[nH]c1=O,4,0%,-3%,5%,-1%,u,2%,4%,25
CCOc1cc(C)c(S(=O)(=O)N2CCCC2)cc1C,-3,-7%,2%,u,3%,-11%,-2%,15%,-3
O=S(=O)(Nc1cccc(S(=O)(=O)N2CCCC2)c1)c1ccc(Br)cc1,-8,-4%,x,-20%,x,0%,-6%,-5%,17
COc1ccccc1NC(=O)CN1C(=O)C2(SCC(=O)N2c2ccc(F)c(F)c2)c2ccccc21 (stereo unspecified),-6,x,x,7%,x,u,x,-6%,x
CC(C)C(C(=O)Nc1ccc(S(N)(=O)=O)cc1)N1C(=O)c2ccccc2C1=O (stereo unspecified),5,7%,-4%,-1%,0%,-5%,11%,3%,35
Cc1ccc(Nc2nnc(SCC(=O)NCC3CCCO3)s2)cc1C (stereo unspecified),-10,-10%,-11%,-2%,11%,-23%,-9%,2%,5
COc1ccc(CNC(=O)c2ccc(-c3nc(CS(=O)c4ccc(C)cc4)c(C)o3)cc2)cc1 (stereo unspecified),-15,x,x,-1%,x,-5%,x,-2%,x
CCCn1c(SCC(=O)Nc2nnc(CC)s2)nnc1-c1ccncc1,8,7%,-23%,29%,-6%,3%,27%,1%,10
COc1cc(OC)cc(-c2c(Sc3ccccc3)c3cc(-c4ccc(OC)nc4)ccc3n2C)c1,-11,u,x,-1%,x,4%,5%,2%,17
Cc1ccc(Cl)cc1NC(=O)N(C)CCO,-4,-3%,0%,6%,15%,-6%,-3%,-9%,-6
O=c1c(Br)c(N2CCCCC2)cnn1-c1ccccc1,-13,8%,3%,u,4%,13%,5%,22%,-8
CCOC(=O)N1CCN(c2ccc(Cl)c(Cl)c2)CC1,-8,-8%,6%,-13%,-18%,-2%,-4%,3%,-11
Cc1cccc(CNC(=O)c2ccccc2N)c1,3,7%,-3%,-23%,1%,4%,8%,6%,-11
COc1ccc(Oc2nc3ccccc3n3cccc23)cc1,1,1%,-3%,13%,0%,5%,-2%,1%,22
Cn1c(=N)n(CC(=O)c2ccc(Cl)c(Cl)c2)c2ccccc21,1,-7%,9%,0%,u,-16%,-8%,13%,u
Cc1cccc(CNC(=O)CN2C(=O)C3CCCCN3c3ccc(C(=O)N4CCCC4)cc32)c1 (stereo unspecified),8,x,x,-5%,x,9%,x,-9%,x
Cc1nc(NC(=O)c2ccncc2)sc1C(=O)N(C)C,2,13%,-5%,u,0%,5%,-4%,0%,-2
# New compounds follow:
SMILES,DRD3 agonist,HT1080 IDH1KD tx,SW480 rereplic,KB-V1 MDR tox,MCF10A rerep,KB-3-1 tox,HT1080NT lethal,GLP1R cytotox,IL-1B inflam inh
O=Cc1ccccc1OCCOc1ccccc1C=O,-12,7.1µM*,u,-1%,17%,5%,10µM*,u,u
O=C(COc1ccc2ccc(=O)oc2c1)NCCc1c[nH]c2ccc(F)cc12,1,-1%,-2%,-13%,13%,-9%,-11%,-8%,8
CN1C(C(=O)NCC2CC2)CC2Cn3c(nc4cc(Cl)c(Cl)cc43)C21 (stereo unspecified),4,0%,12%,-8%,5%,0%,9%,3%,6
CC1(C(=O)NS(=O)(=O)c2cccs2)CCN1C(=O)c1ccccc1 (stereo unspecified),-5,22%,x,0%,x,9%,17%,-3%,12
O=C(c1cc(-c2ccccn2)nc2c(Cl)cccc12)N1CCN(C(=O)C2CCCO2)CC1 (stereo unspecified),1,0%,20%,-26%,5%,0%,-2%,22%,-19
CCOc1ccc(NC(=O)c2c(NCc3cccc(OC)c3OC)sc3c2CCC3)cc1,3,x,x,3%,x,4%,x,3%,x
CS(=O)(=O)Oc1ccc(Br)cc1/C=C1/N=C(c2ccco2)OC1=O,-2,15%,2%,0%,-1%,6%,10%,1%,8
COc1ccc(-n2nc(C(=O)Nc3ccc4c(c3)OCO4)c3ccccc3c2=O)cc1,0,6%,-7%,-4%,5%,2%,4%,-3%,-22
NC(=S)N/N=C/c1ccc(C23CC4CC(CC(C4)C2)C3)cc1,-28,u,7.3µM*,-7%,u,u,u,u,16

# Gathered by group: the entries above with a thiophene ring, fused or not (3)
SMILES,DRD3 agonist,HT1080 IDH1KD tx,SW480 rereplic,KB-V1 MDR tox,MCF10A rerep,KB-3-1 tox,HT1080NT lethal,GLP1R cytotox,IL-1B inflam inh
O=c1c2sc3ccccc3c2n(Cc2cccc(F)c2)c(=O)n1Cc1ccccc1,3,x,x,-1%,x,-1%,x,4%,x
CC1(C(=O)NS(=O)(=O)c2cccs2)CCN1C(=O)c1ccccc1 (stereo unspecified),-5,22%,x,0%,x,9%,17%,-3%,12
CCOc1ccc(NC(=O)c2c(NCc3cccc(OC)c3OC)sc3c2CCC3)cc1,3,x,x,3%,x,4%,x,3%,x
